TcdB GH inh – TcdB glycohydrolase inhibitors, primary screen, biochemical, single point, plate reader. Toxin B (Clostridioides difficile), P18177. TcdB glycohydrolase enzymatic assay. inhibition, % at 9.99 µM. hit rate 0.24% among 350,000. AID 652162, 2013; in the data active = inhibition above about 10%
Target sequence (P18177 whole entry, looked up): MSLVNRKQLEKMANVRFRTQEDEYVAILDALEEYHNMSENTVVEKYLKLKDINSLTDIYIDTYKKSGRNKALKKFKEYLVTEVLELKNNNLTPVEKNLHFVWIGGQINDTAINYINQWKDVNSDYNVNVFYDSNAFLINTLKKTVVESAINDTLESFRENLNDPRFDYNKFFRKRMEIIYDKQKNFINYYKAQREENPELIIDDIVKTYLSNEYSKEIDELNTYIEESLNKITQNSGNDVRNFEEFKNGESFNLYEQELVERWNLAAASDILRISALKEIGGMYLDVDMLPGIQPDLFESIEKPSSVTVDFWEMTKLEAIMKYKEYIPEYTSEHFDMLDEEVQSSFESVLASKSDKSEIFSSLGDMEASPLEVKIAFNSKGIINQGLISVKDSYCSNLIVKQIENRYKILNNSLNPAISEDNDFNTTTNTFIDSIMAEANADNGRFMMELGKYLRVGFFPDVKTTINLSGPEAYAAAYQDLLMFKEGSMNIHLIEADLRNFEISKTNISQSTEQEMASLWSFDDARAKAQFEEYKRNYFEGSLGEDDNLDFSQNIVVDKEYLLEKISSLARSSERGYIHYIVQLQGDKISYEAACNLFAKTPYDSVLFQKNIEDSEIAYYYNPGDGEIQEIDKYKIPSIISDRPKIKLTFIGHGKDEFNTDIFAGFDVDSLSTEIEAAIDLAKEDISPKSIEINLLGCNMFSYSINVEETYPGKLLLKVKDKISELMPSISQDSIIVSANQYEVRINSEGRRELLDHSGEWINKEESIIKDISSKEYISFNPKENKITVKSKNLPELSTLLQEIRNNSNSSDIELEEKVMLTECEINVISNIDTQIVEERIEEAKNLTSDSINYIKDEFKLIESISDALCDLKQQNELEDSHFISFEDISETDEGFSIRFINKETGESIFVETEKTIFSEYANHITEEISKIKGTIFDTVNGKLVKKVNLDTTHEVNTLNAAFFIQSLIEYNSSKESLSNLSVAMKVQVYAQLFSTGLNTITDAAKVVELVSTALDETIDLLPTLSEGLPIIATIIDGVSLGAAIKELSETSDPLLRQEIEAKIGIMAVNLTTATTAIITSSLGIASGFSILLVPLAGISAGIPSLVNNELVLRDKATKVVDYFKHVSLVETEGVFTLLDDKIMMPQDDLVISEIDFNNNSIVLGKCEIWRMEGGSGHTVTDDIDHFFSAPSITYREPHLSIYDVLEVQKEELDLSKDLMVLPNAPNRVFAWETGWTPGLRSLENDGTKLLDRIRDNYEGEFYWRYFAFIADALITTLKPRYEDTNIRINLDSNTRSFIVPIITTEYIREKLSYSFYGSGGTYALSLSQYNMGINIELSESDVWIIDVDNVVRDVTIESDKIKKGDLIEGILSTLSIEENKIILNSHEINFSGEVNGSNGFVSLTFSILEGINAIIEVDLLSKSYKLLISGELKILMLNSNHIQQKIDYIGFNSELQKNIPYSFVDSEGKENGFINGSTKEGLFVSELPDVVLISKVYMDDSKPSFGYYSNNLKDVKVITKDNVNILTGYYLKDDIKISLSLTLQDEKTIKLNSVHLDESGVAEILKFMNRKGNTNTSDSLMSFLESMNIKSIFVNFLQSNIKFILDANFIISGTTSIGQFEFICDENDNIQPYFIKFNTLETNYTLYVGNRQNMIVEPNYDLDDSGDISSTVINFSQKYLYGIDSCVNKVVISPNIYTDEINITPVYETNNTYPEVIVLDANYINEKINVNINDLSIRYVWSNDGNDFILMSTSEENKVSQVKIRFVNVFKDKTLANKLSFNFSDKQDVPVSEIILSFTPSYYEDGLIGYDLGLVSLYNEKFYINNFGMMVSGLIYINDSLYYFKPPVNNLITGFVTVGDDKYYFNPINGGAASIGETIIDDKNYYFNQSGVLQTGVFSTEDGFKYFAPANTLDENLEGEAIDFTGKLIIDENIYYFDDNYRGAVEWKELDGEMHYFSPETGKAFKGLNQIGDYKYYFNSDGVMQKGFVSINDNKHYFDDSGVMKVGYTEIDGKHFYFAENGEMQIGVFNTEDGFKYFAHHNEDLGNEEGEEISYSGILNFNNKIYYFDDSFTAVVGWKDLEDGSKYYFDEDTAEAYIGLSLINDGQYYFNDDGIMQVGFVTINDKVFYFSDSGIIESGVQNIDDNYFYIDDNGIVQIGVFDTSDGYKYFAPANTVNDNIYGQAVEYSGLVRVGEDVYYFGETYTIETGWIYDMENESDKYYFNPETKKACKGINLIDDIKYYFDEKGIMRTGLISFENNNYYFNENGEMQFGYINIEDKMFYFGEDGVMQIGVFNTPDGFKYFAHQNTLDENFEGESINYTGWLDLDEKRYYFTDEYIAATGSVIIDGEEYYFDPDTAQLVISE
Numbers without * were called inactive; & = joins results of further samples.

| canonical_smiles | TcdB GH inh |
| --- | --- |
| Cc1noc(C)c1S(=O)(=O)N(C)C[C@H]1Oc2ccc(NC(=O)NC(C)C)cc2CC(=O)N([C@@H](C)CO)C[C@@H]1C | 0.1 |
| CN1C(=O)c2cc(NC(=O)c3cccc(F)c3)ccc2OC[C@H]2O[C@@H](CC(=O)NCc3ccccc3Cl)CC[C@H]21 | 1.4 |
| C[C@@H]1CN([C@H](C)CO)C(=O)c2cc(NC(=O)Nc3ccc(F)cc3)ccc2O[C@@H](C)CCCCO[C@@H]1CN(C)CC1CCCCC1 | 0.0 |
| Cc1noc(C)c1S(=O)(=O)Nc1ccc2c(c1)C(=O)N([C@@H](C)CO)C[C@@H](C)[C@H](CN(C)C(=O)c1ccccc1)OCCCC[C@H](C)O2 | -1.5 |
| Cc1ccc(S(=O)(=O)N(C)C[C@H]2Oc3ccc(NS(=O)(=O)c4ccccc4)cc3C(=O)N([C@@H](C)CO)C[C@H]2C)cc1 | -0.5 |
| CCCNC(=O)[C@H]1[C@H](CO)[C@H]2Cn3c(ccc(-c4ccccc4)c3=O)[C@H]2N1CC1CC1 | -0.8 |
| CC=Cc1ccc2n(c1=O)C[C@H]1[C@H](CO)[C@@H](C(=O)N3CCc4ccccc4C3)[C@@H]2N1CCC (mixture of isomers) | 1.0 |
| CCCNC(=O)N1CC2(CN(S(=O)(=O)c3ccccc3)C2)c2c(n(C)c3cc(OC)ccc23)[C@@H]1CO | 0.9 |
| CCCNC(=O)C[C@H]1CC[C@@H]2[C@H](COc3ccc(NC(=O)c4cccc(F)c4)cc3C(=O)N2C)O1 | 0.5 |
| C[C@@H]1CN([C@H](C)CO)C(=O)c2cc(NC(=O)Nc3cccc4ccccc34)ccc2O[C@@H](C)CCCCO[C@@H]1CN(C)C(=O)c1ccccc1 | -4.7 |
| CCNC(=O)Nc1ccc2c(c1)C(=O)N(C)[C@H]1CC[C@H](CC(=O)Nc3ccc(C)cc3)O[C@@H]1CO2 | -1.5 |
| CCCNC(=O)N1C[C@@H](O)COC[C@H]2O[C@@H](CC(=O)OC)CC[C@@H]21 | 0.3 |
| CN(C)CC(=O)N[C@H]1CC[C@H](CCn2cc(CN(C)C)nn2)O[C@H]1CO | -8.8 |
| C[C@@H]1CN([C@H](C)CO)C(=O)c2cc(NC(=O)C3CC3)ccc2O[C@@H]1CN(C)S(=O)(=O)c1cccs1 | -2.4 |
| CO[C@@H]1CN(C)C(=O)c2cc(NC(=O)C3CCC3)ccc2OC[C@@H](C)N(Cc2nccs2)C[C@@H]1C | 1.1 |
| CN(C)C(=O)C[C@H]1C[C@@H]2c3cc(NC(=O)NC4CCCCC4)ccc3O[C@@H]2[C@@H](CO)O1 | -0.8 |
| C[C@H]1CN([C@@H](C)CO)C(=O)c2cccc(NC(=O)C3CCCCC3)c2O[C@@H]1CN(C)C(=O)Nc1ccc(F)cc1 | -0.2 |
| C[C@H]1CN([C@@H](C)CO)C(=O)Cc2cc(NC(=O)Nc3ccc(C(F)(F)F)cc3)ccc2O[C@@H]1CN(C)Cc1ccc(C(=O)Nc2ccccc2N)cc1 | -5.6 |
| C[C@@H]1CN([C@H](C)CO)C(=O)Cc2cc(NC(=O)Nc3ccccc3)ccc2O[C@@H]1CN(C)S(=O)(=O)c1ccccc1 | 0.3 |
| C[C@H]1CN([C@@H](C)CO)C(=O)c2cccc(N(C)C)c2O[C@H]1CN(C)C | -1.1 |
| CC(=O)N(C)C[C@H]1Oc2ncc(-c3ccc(C#N)cc3)cc2C(=O)N([C@H](C)CO)C[C@H]1C | -0.1 |
| C[C@@H]1CN([C@H](C)CO)C(=O)c2cc(NC(=O)CCCN(C)C)ccc2O[C@@H](C)CCCCO[C@@H]1CN(C)Cc1ccc2c(c1)OCO2 | 0.2 |
| CCC(=O)N1CC2(C1)CN(S(C)(=O)=O)[C@H](CO)c1c2c2ccc(OC)cc2n1C | 0.3 |
| C[C@H]1CN([C@@H](C)CO)C(=O)c2cc(NC(=O)NC3CCCCC3)ccc2O[C@H]1CN(C)CC1CCCCC1 | -0.2 |
| C[C@H](CO)N1C[C@H](C)[C@H](CN(C)Cc2ccc(Cl)c(Cl)c2)Oc2ccc(NC(=O)Cc3cn(C)c4ccccc34)cc2CC1=O | -13.9 |
| CC(C)NC(=O)Nc1ccc2c(c1)C(=O)N([C@H](C)CO)C[C@H](C)[C@@H](CN(C)C(=O)Nc1cccc3ccccc13)O2 | 0.7 |
| CO[C@@H]1CN(C)C(=O)c2ccc(NS(=O)(=O)c3ccccc3C)cc2OC[C@H](C)NC[C@@H]1C | 0.3 |
| C[C@H](CO)N1C[C@H](C)[C@@H](CN(C)Cc2ccc(Cl)c(Cl)c2)Oc2ccc(NS(=O)(=O)c3ccccc3)cc2C1=O | 0.6 |
| COc1cccc(NC(=O)N(C)C[C@H]2Oc3ncc(C#Cc4ccccc4)cc3C(=O)N([C@H](C)CO)C[C@H]2C)c1 | 0.5 |
| C[C@H](CO)N1C[C@H](C)[C@@H](CN(C)C(=O)NC2CCCCC2)Oc2ccc(NC(=O)Cc3ccccc3)cc2CC1=O | 1.2 |
| C[C@H](CO)N1C[C@H](C)[C@H](CN(C)Cc2ccncc2)Oc2c(NC(=O)c3ccc(-c4nccs4)cc3)cccc2C1=O | 1.6 |
| COc1ccc(OC(=O)N(C)C[C@H]2OCc3cn(nn3)CCCC(=O)N([C@@H](C)CO)C[C@@H]2C)cc1 | 1.1&-1.8 |
| C[C@H]1CN([C@@H](C)CO)C(=O)c2cccc(NC(=O)NC3CCCCC3)c2O[C@H]1CN(C)C(=O)Nc1cccc2ccccc12 | -0.2 |
| CN1C(=O)c2cc(NC(=O)c3cccs3)ccc2OC[C@@H]2O[C@@H](CC(=O)N3CCOCC3)CC[C@H]21 | 0.8 |
| CC(C)NC(=O)N1CC(=O)N2[C@H](C1)[C@H](c1ccc(/C=C/c3ccccc3)cc1)[C@@H]2CO | 0.4 |
| O=C(NC1CCCC1)N1CC(=O)N2[C@H](CO)[C@H](c3ccc(-c4cccc(F)c4)cc3)[C@@H]2C1 | 1.9 |
| C[C@H]1CN([C@@H](C)CO)C(=O)Cc2cc(NC(=O)Cc3cn(C)c4ccccc34)ccc2O[C@H]1CN(C)CC1CC1 | -1.3 |
| CC(C)(C)[S@](=O)N1Cc2cc(C(=O)N3CCOCC3)nc(-c3cccc(C4=CCCC4)c3)c2[C@@H]1CCO | 0.6 |
| COC(=O)[C@H]1[C@H](CO)[C@H]2Cn3c(ccc(C4=CCCCC4)c3=O)[C@@H]1N2Cc1cccnc1 | -1.3 |
| COc1ccc(NC(=O)N[C@H]2CC[C@@H](CC(=O)NCc3ccccn3)O[C@H]2CO)cc1 | 1.9 |
| O=C(C[C@@H]1CC[C@@H]2[C@H](COC[C@H](O)CN2Cc2cccc(C(F)(F)F)c2)O1)NCCc1ccncc1 | -0.7 |
| CCCNC(=O)N1[C@H](C#N)[C@H](c2ccc(C#Cc3ccc(F)cc3)cc2)[C@H]1CO | 0.9 |
| O=C(Nc1ccc(F)cc1)N1C[C@@H]2N[C@H](C1)C2c1ccc(-c2cccnc2)cc1 (some centres undefined) | -1.3&-0.5 |
| C[C@H](CO)N1C[C@H](C)[C@H](CN(C)C(=O)NC2CCCC2)Oc2ncc(-c3ccc(F)cc3)cc2C1=O | -0.5&-0.4 |
| O=C(C[C@@H]1CC[C@@H](NS(=O)(=O)c2ccc(F)cc2)[C@H](CO)O1)NCCc1ccncc1 | -0.3 |
| CC=Cc1ccc2n(c1=O)C[C@@H]1[C@@H](CO)[C@H](C(=O)N3CCc4ccccc4C3)N(C(=O)CC)[C@H]21 (mixture of isomers) | -0.5 |
| COc1ccccc1-c1cn(CC[C@H]2CC[C@@H](NC(=O)C3CC3)[C@@H](CO)O2)nn1 | 0.7 |
| CN1[C@H](C(=O)N2CCc3ccccc3C2)[C@@H](CO)[C@@H]2Cn3c(ccc(-c4cccnc4)c3=O)[C@@H]21 | -2.4 |
| CNC[C@H]1OCCCC[C@H](C)Oc2ccc(NS(C)(=O)=O)cc2C(=O)N([C@H](C)CO)C[C@@H]1C | -1.7 |
| CCC(=O)N1CC(=O)N2[C@H](C1)[C@H](c1ccc(C#CCC(C)C)cc1)[C@@H]2CO | -0.2 |

(listing goes on)
| canonical_smiles | TcdB GH inh |
| --- | --- |
| CO[C@@H]1CN(C)C(=O)c2cc(NS(=O)(=O)c3ccccc3C)ccc2OC[C@@H](C)NC[C@@H]1C | -0.9 |
| O=S(=O)(c1ccc(F)cc1)N1CCCCN2[C@H](CO)[C@@H](c3ccc(-c4ccccc4)cc3)[C@@H]2C1 | -0.7 |
| C[C@@H]1CN([C@@H](C)CO)C(=O)c2cccc(NC(=O)Nc3cccc4ccccc34)c2O[C@@H]1CN(C)Cc1ccc(C(F)(F)F)cc1 | -0.6 |
| CCCN1C[C@H](C)[C@@H](OC)CN(C)C(=O)c2cc(NC(=O)NC3CCCCC3)ccc2OC[C@H]1C | 0.6 |
| O=C(Nc1ccc2c(c1)OCO2)N[C@H]1C=C[C@H](CC(=O)N2CCN(c3ccccc3)CC2)O[C@H]1CO | -2.7 |
| O=C(C[C@@H]1C=C[C@@H](NC(=O)c2ccc3c(c2)OCO3)[C@H](CO)O1)NCc1ccc(Oc2ccccc2)cc1 | 0.8 |
| C[C@@H]1CN([C@@H](C)CO)C(=O)c2cc(C#CCN(C)C)cnc2O[C@@H]1CN(C)Cc1ccc(-c2ccccc2)cc1 | -0.6 |
| C[C@@H]1CCCCO[C@H](CN(C)C(=O)c2ccccc2)[C@@H](C)CN([C@H](C)CO)C(=O)c2cc(NC(=O)C3CCCCC3)ccc2O1 | -0.5 |
| CCCC(=O)N1CC2(CN(C)C2)c2c(n(C)c3cc(OC)ccc23)[C@@H]1CO | -0.4 |
| C[C@@H]1CCCCO[C@@H](CN(C)Cc2ccccc2)[C@H](C)CN([C@H](C)CO)C(=O)c2cc(NS(=O)(=O)c3ccccc3)ccc2O1 | -0.2 |
| O=C(c1ccccc1F)N1CC[C@H]2[C@H](CO)Nc3ccc(C#Cc4ccccc4)cc3[C@H]21 | 1.4 |
| C[C@@H]1CCCCO[C@@H](CN(C)C(=O)Cc2ccccc2)[C@@H](C)CN([C@@H](C)CO)C(=O)c2cc(NS(=O)(=O)c3cccs3)ccc2O1 | 0.6 |
| O=C(NC[C@H]1CC[C@@H]2[C@@H](CN2S(=O)(=O)c2ccccc2[N+](=O)[O-])O1)C1CCCC1 | 0.1 |
| O=C(c1ccncc1)N1C[C@@H]2[C@H](c3ccccc31)[C@H](CO)N2Cc1ccc(F)cc1 | 0.4 |
| COc1ccc(NC(=O)Nc2ccc3c(c2)C(=O)N([C@@H](C)CO)C[C@H](C)[C@@H](CN(C)S(=O)(=O)c2ccc(OC)cc2)O3)cc1 | -0.8 |
| CCC(=O)N1[C@@H](C#N)[C@@H](c2ccccc2-c2cccc(C)c2)[C@@H]1CO | 0.2 |
| C[C@H]1CCCCO[C@@H](CN(C)S(C)(=O)=O)[C@@H](C)CN([C@@H](C)CO)C(=O)c2cc(N(C)C)ccc2O1 | -9.3 |
| C[C@H]1CN([C@@H](C)CO)C(=O)Cc2cc(NC(=O)Nc3ccc(C(F)(F)F)cc3)ccc2O[C@@H]1CN(C)Cc1ccc2c(c1)OCO2 | 0.1 |
| C[C@@H]1CN([C@@H](C)CO)C(=O)c2cc(NS(=O)(=O)c3ccc(F)cc3)ccc2O[C@H]1CN(C)Cc1ccc(Cl)c(Cl)c1 | -2.8 |
| C[C@@H]1CN([C@H](C)CO)C(=O)c2cc(NS(=O)(=O)c3ccc(F)cc3)ccc2O[C@@H](C)CCCCO[C@@H]1CN(C)C(=O)CCC(F)(F)F | -0.2 |
| O=C(C[C@H]1CC[C@@H]2[C@H](COC[C@@H](O)CN2C(=O)Nc2ccccc2)O1)NC1Cc2ccccc2C1 | 0.7 |
| COc1ccc(NC(=O)N(C)C[C@@H]2Oc3c(NC(=O)C4CC4)cccc3C(=O)N([C@@H](C)CO)C[C@@H]2C)cc1 | 0.4 |
| COc1ccc(CN2C[C@@H](O)COC[C@H]3O[C@@H](CC(=O)N4CCc5ccccc5C4)CC[C@@H]32)cc1 | -0.5 |
| CS(=O)(=O)Nc1ccc2c(c1)[C@@H]1C[C@@H](CC(=O)NCc3ccc(Oc4ccccc4)cc3)O[C@@H](CO)[C@@H]1O2 | -1.1 |
| C[C@H](CO)N1C[C@H](C)[C@@H](CN(C)S(=O)(=O)c2cn(C)cn2)Oc2ccc(NC(=O)CCN3CCOCC3)cc2C1=O | -2.5 |

Part of the list above in a different format:
canonical_smiles: O=C(c1ccccc1F)N1CC[C@H]2[C@H](CO)Nc3ccc(C#Cc4ccccc4)cc3[C@H]21
  TcdB GH inh = 1.4

canonical_smiles: CS(=O)(=O)Nc1ccc2c(c1)[C@@H]1C[C@@H](CC(=O)NCc3ccc(Oc4ccccc4)cc3)O[C@@H](CO)[C@@H]1O2
  TcdB GH inh = -1.1

canonical_smiles: CN(C)CC(=O)N[C@H]1CC[C@H](CCn2cc(CN(C)C)nn2)O[C@H]1CO
  TcdB GH inh = -8.8

canonical_smiles: CCCNC(=O)N1CC2(CN(S(=O)(=O)c3ccccc3)C2)c2c(n(C)c3cc(OC)ccc23)[C@@H]1CO
  TcdB GH inh = 0.9

Following part.
| canonical_smiles | TcdB GH inh |
| --- | --- |
| C[C@@H]1CN([C@@H](C)CO)C(=O)Cc2cc(NC(=O)Cc3ccccc3)ccc2O[C@@H]1CN(C)Cc1ccc(Cl)c(Cl)c1 | 1.9 |
| CN1C(=O)c2cc(NC(=O)c3ccc(F)cc3)ccc2OC[C@H]2O[C@@H](CC(=O)N3CCOCC3)CC[C@@H]21 | 0.6 |
| C[C@@H]1CCCCO[C@@H](CN(C)Cc2ccc(C(=O)O)cc2)[C@H](C)CN([C@H](C)CO)C(=O)c2cc(NC(=O)CCCN(C)C)ccc2O1 | -8.8 |
| C[C@H]1CN([C@@H](C)CO)C(=O)c2cc(NC(=O)Nc3ccc4c(c3)OCO4)ccc2O[C@H]1CN(C)Cc1ccc(C(=O)O)cc1 | -2.7 |
| CN1C[C@@H](O)COC[C@H]2O[C@H](CC(=O)N3CCN(c4ccccc4)CC3)CC[C@@H]21 | -0.4 |

High-throughput results (PubChem)

This is a subset, so the mix of outcomes need not match the whole.
